OXTR agonist: activates the human oxytocin receptor | P30559 | CHO-OTR cells, Fluo-8 calcium fluorescence; normalized: DMSO 0%, oxytocin 100% | activation, % at 3 µM | 320,000 tested, 0.32% active | AID 2435;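 active = activation above the mean of all tested compounds plus 3 SD, cutoff set per screening run, cut at about 20% in these data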;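 also: peak over basal fluorescence ratio from a 100 s FLIPR kinetic read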
Target sequence (P30559 whole entry, looked up): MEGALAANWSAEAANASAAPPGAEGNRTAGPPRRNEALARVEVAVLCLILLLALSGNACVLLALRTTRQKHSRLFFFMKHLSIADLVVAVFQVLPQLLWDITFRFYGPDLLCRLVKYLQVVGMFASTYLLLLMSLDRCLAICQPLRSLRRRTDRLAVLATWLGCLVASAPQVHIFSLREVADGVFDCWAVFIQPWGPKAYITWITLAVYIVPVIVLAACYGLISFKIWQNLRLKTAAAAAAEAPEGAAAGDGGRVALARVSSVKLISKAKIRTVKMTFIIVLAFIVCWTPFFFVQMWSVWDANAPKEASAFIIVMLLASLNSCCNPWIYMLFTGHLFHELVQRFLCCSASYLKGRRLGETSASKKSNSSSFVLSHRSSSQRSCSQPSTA
GPR7 antag: antagonists of human GPR7 (neuropeptides B/W receptor 1) | inhibition, % at 4.4 µM | GPR7-expressing cells, fluorescence antagonist assay | P48145 | 290,000 tested, 1.1% active | AID 1861; in the data active = inhibition above about 16%, passing the limit was not always enough;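 also: cells stimulated with the agonist NPW; 0% = agonist with vehicle and 100% = vehicle without agonist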
Target sequence (P48145 whole entry, looked up): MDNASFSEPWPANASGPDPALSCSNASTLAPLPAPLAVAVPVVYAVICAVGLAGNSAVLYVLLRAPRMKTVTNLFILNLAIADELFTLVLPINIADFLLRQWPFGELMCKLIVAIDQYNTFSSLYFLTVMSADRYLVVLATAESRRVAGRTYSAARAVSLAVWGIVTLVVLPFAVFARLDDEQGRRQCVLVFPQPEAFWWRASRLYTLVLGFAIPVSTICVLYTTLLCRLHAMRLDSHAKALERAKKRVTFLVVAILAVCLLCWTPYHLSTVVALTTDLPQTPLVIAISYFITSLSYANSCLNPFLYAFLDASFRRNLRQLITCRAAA
MEKK2wt PB1 HTS: raises or lowers MEK5 binding to wildtype human MEKK2 PB1 domain | 290,000 tested, 1.1% active | binding response (% of control), % at 10 µM | bead flow cytometry, Alexa488-MEK5 binding to MEKK2 WT; actives lie on both sides; in the data active = binding response below about 67% or above about 130%
PfM18AAP inh: PfM18AAP enzyme inhibition | inhibition, % at 7.35 µM | 290,000 tested, 1.2% active | recombinant PfM18AAP, H-Glu-NHMec fluorogenic cleavage;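 active = inhibition above the campaign mean inhibition over all tested compounds plus 3 SD, cut at about 28% in these data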;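 also: 0% = plate median of test compound wells and 100% = 2 mM ZnCl2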
NALP1 yeast inh: NALP1 inhibition; S. cerevisiae NALP1/ASC/caspase-1 growth, X-gal OD620, 72 h; inhibition, % at 10 µM; 280,000 tested, 0.61% active; in the data active = inhibition mostly above about 24%, no sharp cut-off; inactive = mostly below about 32%; also: some compounds called inactive have numbers as strong as hits
FID counter: displaces DNA intercalator in HCV helicase counter-screen; DNA fluorescent intercalator displacement, fluorescence; inhibition, % at 7.9 µM; 290,000 tested, 0.17% active; AID 1845; in the data active = inhibition above about 37%;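 also: 0% = vehicle and 100% = reference compound; higher means more ethidium bromide displaced from hairpin DNA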
PHOSPHO1 block: blocks human PHOSPHO1 phosphatase activity; Q8TCT1; recombinant PHOSPHO1, absorbance phosphatase assay; inhibition, % at 13.3 µM; 290,000 tested, 1.1% active; AID 1565; in the data active = inhibition above about 60%
Target sequence (Q8TCT1 whole entry, looked up): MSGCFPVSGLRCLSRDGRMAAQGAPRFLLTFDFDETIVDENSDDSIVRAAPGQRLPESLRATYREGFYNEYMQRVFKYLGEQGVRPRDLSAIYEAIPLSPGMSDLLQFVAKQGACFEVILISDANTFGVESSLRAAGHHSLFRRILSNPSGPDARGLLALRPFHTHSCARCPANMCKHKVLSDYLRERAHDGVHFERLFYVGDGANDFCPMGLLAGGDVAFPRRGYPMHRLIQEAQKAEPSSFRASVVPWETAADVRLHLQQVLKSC
MEKK3 PB1 HTS: MEKK3-MEK5 PB1 interaction, increase or decrease | 290,000 tested, 1.4% active | AID 1529 | bead-based flow cytometry, Alexa488-MEK5 binding to MEKK3; actives lie on both sides; 0 = blocked by unlabeled MEK5, 100 = vehicle | binding response (% of control), % at 10 µM;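 active = binding response more than 3 SD above or below the average of its plate-row segment, actives on both sides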;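 also: Alexa488 bead fluorescence after subtracting the streptavidin-only scavenger bead signal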
MEKK2 mut-MEK5: signal of MEK5 binding to mutant human MEKK2 PB1 domain; bead flow cytometry, Alexa488-MEK5 binding to MEKK2 mutant; percent response, % at 10 µM; 290,000 tested, 0.35% active; AID 1530; in the data active = percent response above about 24%, passing the limit was not always enough; also: inactives centre near 1; some results filed as inactive read as strong as hits; reference of the scale not given here
* marks the source's active call; other numbers are inactive results; . = not tested or not shown.

| smiles | OXTR agonist | GPR7 antag | MEKK2wt PB1 HTS | PfM18AAP inh | NALP1 yeast inh | FID counter | PHOSPHO1 block | MEKK3 PB1 HTS | MEKK2 mut-MEK5 |
| --- | --- | --- | --- | --- | --- | --- | --- | --- | --- |
| CC(C)(C)NC(=O)Cn1nnc(-c2ccc(S(C)(=O)=O)cc2)n1 | 4.4 | -3 | 101 | 4 | -26 | -2 | 11 | 101 | -2 |
| Cc1cc(C)nc(NC(=O)C2c3ccccc3Oc3ccccc32)n1 | 1.3 | -6 | 86 | -2 | -6 | -6 | 43 | 91 | -11 |
| Cc1ccc(NC(=S)N/N=C2\CC3CC=CC23)c(C)c1 (stereo unspecified) | -1.2 | -3 | 102 | 2 | -14 | -17 | 65* | 101 | 0 |
| Cc1ccccc1NC(=O)NC1(C(=O)N2CCC(C(N)=O)CC2)CCCCC1 | 0.4 | -12 | 101 | 1 | 1 | -6 | 43 | 100 | 3 |
| O=C(CSc1nncs1)Nc1ccc(S(=O)(=O)N2CCCC2)cc1 | 1.4 | -6 | 107 | -4 | -10 | -12 | -53 | 102 | -1 |
| COc1ccc(CCNC(=O)CSc2ccccc2)cc1OC | -1.2 | 1 | 103 | -5 | 23 | -8 | -5 | 108 | -1 |
| CCCN(CCC)c1nc(-c2ccccn2)nc2ccccc12 | . | -17 | 105 | 0 | 21 | 5 | 44 | 103 | 5 |
| Cc1nc(SCc2ccc(O)c([N+](=O)[O-])c2)c([N+](=O)[O-])[nH]1 | 0.5 | -13 | 101 | 47* | -2 | 4 | 51 | 99 | -2 |
| COc1ccc(C(C(=O)NC2CCCCC2)N(C(=O)c2ccco2)c2ccc(-n3cnnn3)c(C)c2)cc1 (stereo unspecified) | -1.5 | -3 | 107 | 0 | . | -16 | . | 105 | 7 |
| CCOC(=O)C1=C(C)N2C(=C(C#N)[C@@H]1c1ccc(C(=O)OC)cc1)SC[C@@]2(O)C(C)(C)C | -2.8 | 1 | 105 | -2 | 14 | -16 | -21 | 111 | 5 |
| COc1ccccc1NC(=O)NCCCN1CCN(c2cccc(Cl)c2)CC1 | 5.2 | -6 | 131 | -2 | 29 | 17 | -12 | 113 | 17 |
| CCc1ccc(OCCCCCn2ccnc2)cc1 | . | 3 | 106 | -12 | 9 | 5 | 19 | 108 | 3 |
| CN1CCN(S(=O)(=O)c2ccccc2)CC1 | 0.5 | -7 | 95 | -7 | -2 | -2 | 19 | 94 | 1 |
| Cc1ccc(S(=O)(=O)NNC(=O)CCC(=O)Nc2ccccc2Cl)cc1 | . | -18 | 105 | 4 | 5 | -12 | 41 | 102 | 7 |
| CCOc1ccc(NC(=O)NC2CCS(=O)(=O)C2)cc1 (stereo unspecified) | -0.6 | -9 | 101 | 4 | 23 | 3 | 32 | 100 | -2 |
| Cn1nc(OCc2ccccc2)ccc1=O | 0.5 | -20 | 102 | -2 | -4 | -3 | 21 | 107 | 0 |
| CN1C(=O)c2ccccc2C(C(=O)O)C1c1cccc(F)c1 (stereo unspecified) | -0.1 | 1 | 104 | -4 | 9 | 2 | 18 | 100 | 3 |
| O=C1CCCCC/C1=N/Nc1ccc(OCc2ccccc2)cc1 | -1.1 | -9 | 97 | 1 | 1 | -10 | -73 | 102 | -2 |
| COCCCn1c(SCC(=O)NC2CCCCC2)nnc1-c1ccncc1 | 1.3 | 8 | 97 | 3 | 17 | -11 | -4 | 99 | -4 |
| CCOC(=O)c1c(C)nc2sc3c(=O)n(-c4ccc(C(C)=O)cc4)cnc3c2c1-c1ccc(Cl)cc1 | 0.6 | -7 | 97 | -7 | 3 | -1 | 2 | 97 | -2 |
| Cc1cccc(-c2n[nH]c(=S)n2-c2ccccc2)c1[N+](=O)[O-] | 0.1 | -10 | 102 | 19 | -6 | 0 | 1 | 104 | 1 |
| COC(=O)c1ccc(CNC(=O)COC(=O)CC23CC4CC(CC(Br)(C4)C2)C3)cc1 | -0.5 | 3 | 107 | -12 | 26 | -24 | -10 | 103 | -1 |
| O=C(CSc1nnc(-c2ccncc2)n1-c1ccc(Cl)cc1)NCc1cccs1 | -0.8 | 19 | 120 | -12 | -12 | -30 | -11 | 124* | 9 |
| CCOc1ccccc1OCC(=O)NCc1ccco1 | -0.8 | -11 | 83 | 3 | 24 | -14 | 11 | 86 | -9 |
| COc1ccc(C(=O)N2c3ccccc3C=CC2C#N)cc1 (stereo unspecified) | -0.4 | -9 | 120 | -1 | 28 | 3 | 3 | 106 | 32 |
| CC(C)(C)OC(=O)N1CCC(C(=O)N2CCC[C@H]2C(=O)O)CC1 | 0.9 | 2 | 94 | -2 | 20 | 8 | 9 | 95 | -6 |
| CCOc1ccc(CNCCNC(=O)c2nonc2N)cc1 | 0.1 | -10 | 100 | 2 | 1 | -6 | 25 | 106 | -1 |
| O=C(C[n+]1ccc(-c2nnc3n2CCCCC3)cc1)c1ccc(Cl)cc1 | 0.4 | -2 | 83 | 1 | 18 | -1 | 16 | 87 | -4 |
| CC1(C)C2C/C(=N\O)C(C)(/[N+]([O-])=C/c3cccc([N+](=O)[O-])c3)CC21 (stereo unspecified) | -1.4 | -8 | 106 | 1 | 7 | -4 | 12 | 90 | 3 |
| O=C(NCCN1C(=O)S/C(=C\c2ccc(OC(F)F)cc2)C1=O)c1cnccn1 | 2.7 | 7 | 96 | 8 | 39 | -21 | 2 | 100 | -1 |
| COc1cc(CNCc2ccncc2)cc(Br)c1OCc1ccccc1F | 18 | 1 | 113 | -3 | 22 | 10 | 0 | 98 | 12 |
| C=CCn1c(=N)c(C(=O)NCCCOC)cc2c(=O)n3ccccc3nc21 | 0.2 | -11 | 104 | 3 | -6 | -2 | 25 | 104 | 6 |
| Cc1ccccc1C(=O)NC1CCN(Cc2ccccc2)CC1 | 0.7 | -4 | 91 | 1 | 10 | 2 | 13 | 102 | -9 |
| Cc1cc(NC(=O)CCN2C(=O)C3C4CCC(C4)C3C2=O)c(C)cc1Br (stereo unspecified) | 12 | 8 | 103 | 0 | -6 | -15 | 34 | 101 | 1 |
| CCOc1ccccc1NC(=O)Nc1cc(C(=O)O)ccc1C | 0.4 | -7 | 106 | -4 | -6 | -3 | 59 | 103 | 0 |
| CC1(OC(=O)c2cnc3ccccc3n2)C(=O)C=C2C=C(c3ccc(C#N)cc3)OC=C2C1=O (stereo unspecified) | -0.4 | . | 96 | . | . | . | . | 100 | 1 |
| COc1ccccc1NC(=S)NC12CN3CN(CN(C3)C1)C2 | -0.4 | 16 | 87 | 5 | 44 | 3 | -23 | 91 | -13 |
| Cc1ccc(S(=O)(=O)N(C)C)cc1NC(=O)COC(=O)Cc1n[nH]c(=O)c2ccccc12 | 0.4 | -26 | 110 | 2 | 5 | -16 | 33 | 103 | 6 |
| Cc1ccc(NC(=O)COC(=O)CNC(=O)c2ccc3ccccc3c2)c([N+](=O)[O-])c1 | -1.1 | -5 | 107 | -8 | 30 | -15 | 13 | 112 | -1 |
| O=C(CSCc1ccc(Cl)cc1)NN=C1CCCC1 | 0.1 | 0 | 86 | 1 | 25 | -10 | -5 | 80 | -4 |
| COCC(=O)Oc1c(S(=O)(=O)c2ccccc2)c(C)nn1C(C)(C)C | 0.9 | -11 | 97 | -1 | 12 | -7 | 9 | 94 | 2 |
| COc1ccc(CCNS(=O)(=O)c2cn(C)nc2C)cc1 | -0.5 | -4 | 102 | -6 | 17 | -9 | 28 | 96 | -5 |
| CCn1c(CNC(=O)COc2ccc(C(C)C)cc2)nnc1SCC(=O)Nc1ccccc1C(C)C | 8.9 | -15 | 102 | 3 | 15 | -43 | 15 | 104 | 0 |
| COc1ccc(CCNC(=O)CSc2nnc(C(C)N(C)C)n2Cc2ccccc2)cc1OC (stereo unspecified) | -0.2 | 2 | 94 | -8 | -2 | -9 | 28 | 102 | -9 |
| O=S(=O)(c1ccc(N2CCCC2)nc1)N1CCOCC1 | 0.1 | 2 | 96 | -19 | 15 | -1 | -26 | 93 | -8 |
| O=C(CSc1nc2ncccc2[nH]1)NC1CCCCC1 | 0.3 | 1 | 105 | 15 | 15 | -9 | 11 | 102 | 2 |
| COc1ccc(C(=O)NC(=S)Nc2ccc(CN3CCOCC3)cc2)cc1Cl | 8.5 | 1 | 106 | 1 | -3 | -2 | 22 | 100 | 1 |
| Cc1ccc(NC(=O)C2CCN(C(=O)NC3CCCCC3)CC2)c(C)c1 | -1.2 | -12 | 98 | -9 | 2 | -3 | -1 | 99 | 2 |
| CCNC(=O)CC1C(=O)N(c2ccccc2)C(=O)N1CCC(C)C (stereo unspecified) | -0.2 | -7 | 97 | -6 | 25 | 0 | 19 | 98 | -6 |
| CCCc1cc(NCc2ccccn2)n2nc(C)c(-c3ccccc3)c2n1 | -2.4 | 6 | 105 | -8 | 4 | -10 | -10 | 105 | 0 |
| Cc1cccc2cc(C#N)c(NCCNC(=O)NC3CCCCC3)nc12 | -1.4 | 4 | 98 | 0 | 4 | 0 | 10 | 97 | -4 |
| COc1ccc(/C(O)=C2\C(=O)C(=O)N(c3cc(C)on3)C2c2ccccc2OC)cc1C (stereo unspecified) | -0.5 | 0 | 102 | 10 | 6 | -35 | 0 | 104 | 1 |
| COc1cccc(CNC(=O)c2cc3ccccn3n2)c1 | -0.6 | 0 | 113 | 5 | 2 | -5 | 9 | 108 | 6 |
| O=S(=O)(c1cccs1)N1CCN(c2ccc(Cl)cc2)CC1 | 0.5 | 1 | 99 | -10 | 33 | -15 | 15 | 102 | -4 |
| C/C=C(\C)C(=O)Nc1cccc(C2=NOC3(C2)C[C@@H](C(N)=O)N(C(=O)c2ccccc2C(=O)c2ccccc2)C3)c1 (stereo partly specified) | 0.0 | . | 67 | . | . | . | 4 | 58 | -17 |
| C=C1c2cc(C)c(C)cc2NC(=O)N1c1ccccc1 | -0.1 | 2 | 95 | 8 | 7 | -4 | 15 | 98 | -3 |
| CC(C)(C)C(=O)Nc1nc(=S)ss1 | 0.4 | -10 | 97 | 8 | 14 | -3 | 17 | 91 | 13 |
| Cc1ccc2nc(NC(=O)C3CCN(S(=O)(=O)c4cc([N+](=O)[O-])ccc4Cl)CC3)sc2c1 | 0.5 | 7 | 105 | 2 | 26 | 2 | 17 | 105 | -1 |
| O=C(COc1ncnc2ccccc12)NCCC1=CCCCC1 | -1.3 | 4 | 100 | -3 | 6 | 0 | -30 | 99 | 2 |
| COC(=O)Cc1cc(=O)oc2cc(O)ccc12 | 1.6 | 6 | 96 | 5 | 11 | 11 | 42 | 95 | -3 |

Next part
| smiles | OXTR agonist | GPR7 antag | MEKK2wt PB1 HTS | PfM18AAP inh | NALP1 yeast inh | FID counter | PHOSPHO1 block | MEKK3 PB1 HTS | MEKK2 mut-MEK5 |
| --- | --- | --- | --- | --- | --- | --- | --- | --- | --- |
| C#CC(CC)(CC)NC(=O)NC1CCCCC1 | -1.1 | -17 | 105 | -3 | 0 | -3 | 31 | 107 | 7 |
| Cc1ccc(Oc2nnc(-c3ccccc3)c3ccccc23)cc1 | -1.3 | -16 | 82 | -10 | 4 | -4 | 32 | 89 | -8 |
| O=Cc1cccn1-c1nccc(-c2ccco2)n1 | -0.8 | -4 | 88 | 5 | 5 | -2 | 12 | 90 | -5 |
| O=C(Nc1cccc(Cl)c1)c1cncn1-c1ccc(F)cc1 | 1.8 | -7 | 96 | -13 | 22 | -6 | 36 | 98 | -7 |

Full records as entered above. Values in the order: OXTR agonist	GPR7 antag	MEKK2wt PB1 HTS	PfM18AAP inh	NALP1 yeast inh	FID counter	PHOSPHO1 block	MEKK3 PB1 HTS	MEKK2 mut-MEK5
C#CC(CC)(CC)NC(=O)NC1CCCCC1 as listed: -1.1	-17	105	-3	0	-3	31	107	7
O=Cc1cccn1-c1nccc(-c2ccco2)n1 as listed: -0.8	-4	88	5	5	-2	12	90	-5
Cc1ccc(Oc2nnc(-c3ccccc3)c3ccccc23)cc1 as listed: -1.3	-16	82	-10	4	-4	32	89	-8

High-throughput results: PubChem BioAssay, several laboratories
